Assay outcomes from PubChem BioAssay.
PPC-1+TRAIL kill: kills PPC-1 cancer cells in the presence of TRAIL | PPC-1 cells + TRAIL, ATPLite viability luminescence | cell killing (% activity), % at 4 µM | 220,000 compounds, 0.41% hits;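 active means cell killing above 50% in the first pass at 4 µM, then a duplicate retest at 5 µM averaging 50% or more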;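 further: plate controls were cells with TRAIL plus DMSO for no effect and medium-only wells lacking cells for full effect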
PGE2 EP2 inh: EP2 receptor (human) inhibition | P43116 | C6 glioma cells expressing human EP2, cAMP TR-FRET; cells stimulated with saturating PGE2 | inhibition, % at 25 µM | 260,000 compounds, 0.52% hits | AID 1422;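 active means percent inhibition above 40 after rounding to a whole number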;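 further: rat C6 glioma host cells with rolipram phosphodiesterase inhibitor present; the protocol text gives 20 µM as final concentration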
Target sequence (P43116 whole entry, looked up): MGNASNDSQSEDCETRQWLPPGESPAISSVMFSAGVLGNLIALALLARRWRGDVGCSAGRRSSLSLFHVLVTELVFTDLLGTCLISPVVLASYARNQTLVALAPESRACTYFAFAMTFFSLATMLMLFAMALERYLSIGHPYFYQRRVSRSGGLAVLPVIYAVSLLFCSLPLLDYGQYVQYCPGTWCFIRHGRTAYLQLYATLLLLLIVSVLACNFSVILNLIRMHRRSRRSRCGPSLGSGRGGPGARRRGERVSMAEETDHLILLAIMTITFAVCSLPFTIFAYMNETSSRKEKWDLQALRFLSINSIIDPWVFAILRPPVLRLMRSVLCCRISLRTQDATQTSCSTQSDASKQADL
14-3-3 Bad PPI: disrupts binding of bovine 14-3-3 zeta to phospho-Bad peptide; P63103; TR-FRET 14-3-3zeta/Dy647-pBad peptide displacement, 1 h; 220,000 compounds, 0.71% hits; inhibition, % at 21.7 µM;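 active means inhibition above about 70%, limit read from the data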;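 further: 0% = full 14-3-3 plus peptide FRET controls and 100% = background without 14-3-3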
Target sequence (P63103 whole entry, looked up): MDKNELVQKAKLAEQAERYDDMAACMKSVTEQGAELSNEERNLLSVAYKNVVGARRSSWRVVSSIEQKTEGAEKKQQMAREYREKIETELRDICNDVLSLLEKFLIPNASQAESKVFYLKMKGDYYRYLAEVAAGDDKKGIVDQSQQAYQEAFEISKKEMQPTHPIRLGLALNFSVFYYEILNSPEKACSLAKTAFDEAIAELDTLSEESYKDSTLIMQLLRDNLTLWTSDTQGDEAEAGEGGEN
zfTRPN1 agonist: zebrafish TRPN1 (NompC) channel agonism; HEK293 zebrafish TRPN1-YFP, Fluo-8 calcium fluorescence; 100% = response to 87 µM carbachol; activation, % at 3 µM; 220,000 compounds, 0.18% hits; AID 1424;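 active means activation above its plate's cutoff, the mean activation of test wells on that plate plus 3 SD, cut at about 19% in these data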;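 further: 0% = DMSO alone and 100% = 87 µM carbachol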
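Material: zebrafish TRPN1-YFP in HEK293 cells; Doses: single test compound dose, 3 µM nominal, 0.3% DMSO; Timing: dye loading 1 h at 37 °C, then 30 min room temperature; Technique: intracellular calcium fluorescence with Fluo-8; Benchmarks: high carbachol 87 µM, low DMSO alone.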
TRPML3 agonist: human mucolipin-3 channel agonism; AID 1448; HEK293 TRPML3-YFP, Fluo-8 calcium fluorescence; 100% = the carbachol control signal; 220,000 compounds, 0.29% hits; Q8TDD5; activation, % at 3 µM;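 active means activation above its plate's cutoff, the mean activation of the plate's test wells plus 3 SD, cut at about 12% in these data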;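 further: 0% = DMSO only wells and 100% = carbachol wells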
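Material: HEK293 cells stably carrying human TRPML3-YFP; compound dosing: single dose, 3 µM final nominal compound, 0.3% DMSO final; incubation: 1-h 37 °C dye load, 5-s basal, 120-s post-compound reads; technique: Fluo-8 intracellular calcium fluorescence, excitation 470-495 nm, emission 515-575 nm; read-out basis: percent activation from peak-to-basal fluorescence ratio, scaled between DMSO and carbachol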
CHOP inhibitor: CHOP inhibition in unfolded protein response | CHO-K1 CHOP-promoter luciferase, tunicamycin-induced, 15-18 h | inhibition, % at 10 µM | 220,000 compounds, 3.8% hits | AID 2732;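 active means compounds that reduced the stress-induced luciferase reporter signal by more than about 70% of percent inhibition, limit read from the data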;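 further: 0% = tunicamycin plus vehicle and 100% = wells without tunicamycin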
NPY1 pot ag: human NPY-Y1 potentiation or agonism, primary screen | P25929 | NPY-Y1 expressing cells, potentiator/agonist activation | AID 1304 | activation, % at 3.6 µM | 220,000 compounds, 0.37% hits; in the data active means activation above about 33%, passing the limit was not always enough;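 further: cells stimulated with NPY at EC10 then isoproterenol at EC100; 0% = low agonist plus stimulus and 100% = saturating agonist plus stimulus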
Target sequence (P25929 whole entry, looked up): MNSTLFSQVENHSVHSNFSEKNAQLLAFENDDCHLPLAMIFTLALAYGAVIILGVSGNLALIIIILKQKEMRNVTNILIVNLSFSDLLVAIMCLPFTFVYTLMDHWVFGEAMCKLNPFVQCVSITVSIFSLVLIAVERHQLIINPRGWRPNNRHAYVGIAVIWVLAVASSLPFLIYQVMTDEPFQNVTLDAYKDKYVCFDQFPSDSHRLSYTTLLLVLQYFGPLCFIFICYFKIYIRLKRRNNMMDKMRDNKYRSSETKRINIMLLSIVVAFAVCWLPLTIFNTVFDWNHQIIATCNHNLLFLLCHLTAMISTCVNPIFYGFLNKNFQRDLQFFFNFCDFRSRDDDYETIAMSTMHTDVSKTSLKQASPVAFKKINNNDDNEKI
NPY Y1 blocker: blocks the human neuropeptide Y Y1 receptor; P25929; HEK293-CNG Y1 cells, membrane potential fluorescence; NPY at EC95, then isoproterenol; inhibition, % at 3.6 µM; 200,000 compounds, 1% hits;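 active means inhibition above the campaign mean inhibition of all tested compounds plus 3 SD, cut at about 20% in these data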;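 further: 0% = DMSO wells given NPY plus isoproterenol and 100% = isoproterenol alone without NPY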
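Material: HEK293 Y1/CNG channel cell line | Also added: NPY (25 nM), isoproterenol (1 µM), Ro 20-1724 (25 µM) | Compound: One concentration, 3.6 µM, in 0.4% DMSO | Schedule: 3 h dye uptake, 1 h room-temperature compound, 45 min post-isoproterenol | Signal: Membrane-potential fluorescent dye readout | Read-out: % inhibition of NPY effect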
EP2 modulator: modulates human prostaglandin E2 receptor EP2 signaling; P43116; EP2-expressing cells, cAMP HTRF FRET, PGE2 co-stimulation; induction, % at 25 µM; 260,000 compounds, 0.83% hits;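 active means compounds whose cAMP rise, as percent of the full-agonist control response, exceeds 60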;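 further: rat C6 glioma line stably carrying human EP2 under a CMV promoter; the protocol text gives 20 µM as final concentration; 100% = response of wells given 1 µM PGE2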
Numbers without * were called inactive; · = not tested or not shown; & = joins results of further samples; [ ] = remark or other dose. Only part of the results is shown; rates above refer to the full screens.

Screens in order: CHOP inhibitor | 14-3-3 Bad PPI | TRPML3 agonist | PPC-1+TRAIL kill | NPY Y1 blocker | EP2 modulator | PGE2 EP2 inh | zfTRPN1 agonist | NPY1 pot ag
1	COc1cc(C(=O)NCc2ccc3c(c2)cc(C)n3C)cc(OC)c1OC
→ 20.2 | -5.7 | 0.7 | -4.6 | 1.2 | -61.8 | 4.4 | 3.8 | 10.8
2	Cc1onc(-c2ccccc2Cl)c1C(=O)N1CC(C)OC(C)C1 (centres undefined)
→ 4.9 | 6.1 | 1.7 | 15.0 | -5.6 | 18.2 | 0.2 | 0.1 | 9.4
3	O=C(COC(=O)c1ccccc1)NCc1ccco1
→ 5.6 | -1.4 | -0.2 | 8.3 | 3.3 | -4.2 | 9.5 | 1.8 | 11.8
4	O=C(COC(=O)C1CCCCC1)Nc1ccc([N+](=O)[O-])cc1
→ 22.3 | -4.6 | 1.5 | 4.3 | -5.0 | -11.5 | 8.6 | 3.5 | -22.2
5	Cc1ccccc1NS(=O)(=O)c1cc(OCC(N)=O)c(C)cc1Cl
→ 40.7 | -0.8 | 0.9 | 12.7 | -8.6 | 4.4 | 4.5 | 0.2 | 10.7
6	O=C(NC1CC(=O)c2sccc21)c1ccc(Cl)cc1Cl (centres undefined)
→ 0.1 | -4.6 | 0.8 | 21.8 | 7.2 | -4.0 | 13.0 | 0.2 | 1.8
7	CCO[C@@H]1OC(C(=O)NCc2ccccc2)=C[C@H](c2ccccc2)[C@H]1CCCO
→ 12.9 | -1.6 | -0.3 | -5.8 | -5.9 | 4.6 | 11.1 | 0.0 | 12.2
8	Cc1cccc(NC(=O)Cn2c(=O)oc3ccccc32)c1
→ 10.7 | -1.6 | 0.4 | -13.6 | 5.2 | -3.7&32.1 | 8.2 | 1.1 | 13.3
9	O=C(Cn1c(=O)oc2ccccc21)N1CCCCC1
→ 7.0 | 4.6 | -0.2 | 13.2 | 3.0 | 12.5 | 14.4 | 0.8 | -11.5
10	COC(=O)c1ccc([C@H]2C=C(C(=O)O)O[C@@H](OCc3ccc(CO)cc3)C2)cc1
→ 4.5 | -2.4 | · | 4.0 | · | -22.7 | 16.0 | · | ·
11	O=C(NCCc1ccccc1)C1CCCN(C(=O)NC2CCCCC2)C1 (centres undefined)
→ 30.9 | 11.7 | -0.3 | 8.0 | -1.1 | 0.0&-12.1 | 6.0&7.9 | 0.3 | -20.5
12	COc1cc(C(=O)Nc2ccc3c(c2)N(C(=O)CCN(C)C)c2ccccc2CC3)cc(OC)c1OC
→ -9.3 | -8.7 | 0.6 | 5.4 | 4.8 | -21.1 | 3.0 | 0.6 | 20.5
13	CCOc1cc(/C=C(/C#N)c2ccc(F)cc2)ccc1OCc1ccc(C(=O)O)o1
→ 12.6 | -3.9[fluorescence artefact?] | 0.6 | 30.3 | -0.3 | -9.6 | 19.9 | 0.5 | 15.2
14	COc1ccc(N2C(=O)CCC(C(=O)O)C2c2ccc(OC)c(OC)c2)cc1 (centres undefined)
→ 1.2 | 10.1[fluorescence artefact?] | 0.2 | -19.3 | 1.3 | -52.1 | 5.6 | 0.7 | 22.1
15	O=C(NCCSC1CCCCC1)c1ccccc1
→ -5.1 | 0.7 | -0.1 | 19.6 | 2.1 | -11.4 | 7.9 | -0.6 | 8.3
16	COc1ccccc1OCC(=O)N1CCNC1=O
→ 28.6 | -12.0 | 0.0 | 16.9 | -3.9 | 6.9 | 12.2 | 0.2 | -8.1
17	CC1CN(CN2C(=O)c3ccccc3C2=O)CC(C)O1 (centres undefined)
→ -0.8 | -7.6 | 0.4 | 7.5 | 3.4 | 4.7 | 5.3 | -0.7 | -0.8
18	O=C(O)c1ccc(NC(CSCc2cccc(F)c2)C(=O)O)c([N+](=O)[O-])c1 (centres undefined)
→ 0.4 | 50.5[fluorescence artefact?] | 0.6 | -9.5 | -2.0 | 22.3 | 8.2 | 0.3 | 8.1
19	CCN(CC)CCNC(=S)Nc1ccc2nc3n(c(=O)c2c1)CCCCC3
→ 28.1 | -17.4 | 0.5 | 0.0 | 6.2 | -1.3 | 13.3 | 1.9 | 12.6
20	Cc1cc(C)cc(NC(=O)C2(c3ccccc3)CC2(Cl)Cl)c1 (centres undefined)
→ 49.5 | 5.6 | -0.7 | 9.3 | 13.1 | 27.3 | 5.4 | -1.1 | -34.9
21	CCCN(CCC)S(=O)(=O)c1ccc(N2CCCC2=O)c([N+](=O)[O-])c1
→ 9.9 | 6.0 | -0.1 | -13.2 | 5.6 | 30.7 | 9.6 | 0.8 | -4.4
22	CCCn1c(SCC(=O)/C(C#N)=C(\C)N)n[nH]c1=O
→ 14.3 | -4.1 | 0.3 | 17.2 | -8.9 | 22.9 | 6.5 | 0.6 | -0.9
23	O=C(CS(=O)(=O)c1ccccc1)NCc1ccco1
→ -4.3 | 0.5 | 0.1 | -1.1 | -2.3 | 23.3 | 7.3 | 0.0 | 6.3
24	CSCCC(NC(=O)c1cncc(Br)c1)C(=O)O (centres undefined)
→ -17.6 | -2.3 | 0.1 | 13.2 | -3.1 | 24.8 | 3.3 | 0.1 | -8.2
25	CN(CCC#N)C(=O)COC(=O)c1ccccc1C(=O)c1ccc(Cl)c([N+](=O)[O-])c1
→ -193.0 | -11.5 | 0.2 | -2.9 | -2.6 | 22.5 | 5.5 | 0.7 | 15.2
26	CCOC(=O)C1CCCN(C(=O)c2cc(-c3ccccc3)on2)C1 (centres undefined)
→ 5.0 | -0.9 | -0.1 | 0.8 | -3.3 | -7.2 | 9.7 | 0.7 | -17.9
27	O=C(N/N=C/c1cccc(O)c1)c1ccc(COc2cccc3cccnc23)cc1
→ -15.0 | -6.6 | 0.7 | 8.6 | -0.2 | -84.7 | 0.7 | 1.7 | -6.9
28	CCn1cnc2c1c(=O)n(CC(=O)Nc1ccc(C(N)=O)cc1)c(=O)n2Cc1ccccc1
→ 31.9 | 3.8 | 0.8 | 13.0 | · | 25.6 | 4.7 | 2.2 | 24.4
29	CCc1[nH]c(=O)c(C#N)c2c1CSC(C)(C)C2
→ 27.8 | 4.9 | 0.4 | -1.4 | 9.1 | 31.9 | 5.5 | 1.8 | 1.5
30	COCC1CCN(Cc2cn[nH]c2-c2cc3ccccc3o2)C1 (centres undefined)
→ -5.6 | -3.8 | -0.6 | · | 0.1 | -29.9 | 3.0 | -1.1 | 8.3

Screens in order: CHOP inhibitor | 14-3-3 Bad PPI | TRPML3 agonist | PPC-1+TRAIL kill | NPY Y1 blocker | EP2 modulator | PGE2 EP2 inh | zfTRPN1 agonist | NPY1 pot ag
31	CCOC(=O)N1CCC(NC(=O)c2ccc(CS(=O)(=O)c3ccc(OC)cc3)o2)CC1
→ 1.7 | -0.6 | 0.6 | 2.6 | -3.8 | 3.2 | 8.1 | 1.3 | 0.4
32	CC(=O)Nc1ccccc1C(=O)C(=O)Nc1ccc(C(=O)NCC2CCCO2)cc1 (centres undefined)
→ -1.9 | -2.8 | 0.6 | -3.5 | -2.8 | -10.9 | 3.8 | 0.5 | 0.6
33	CC1=C(C(=O)OC(C)C)C(c2cccc([N+](=O)[O-])c2)n2c(cc(=O)[nH]c2=S)N1 (centres undefined)
→ 35.7 | -3.2[fluorescence artefact?] | -0.4 | 18.8 | -0.5 | 22.6 | 9.1 | 2.5 | -14.8
34	S=c1[nH]nc(-c2cccnc2)n1/N=C/c1cccs1
→ 3.5 | -6.1 | 0.6 | -14.4 | -1.5 | 19.1 | 5.7 | 0.6 | -11.6
35	CCC(=O)Nc1cc(C(=O)O)ccc1Sc1ccccc1
→ 2.3 | -20.4 | 1.1 | -3.4 | 0.2 | 2.0 | 2.6 | 2.0 | -1.4
36	CC(CCCC(C)(C)O)NCCO (centres undefined)
→ · | · | -0.1 | 5.0 | 3.4 | · | 15.2 | 0.7 | -0.9
37	Cc1ccccc1NC(=O)CC1(c2ccc(N(C)C)cc2)C(=O)c2ccccc2C1=O
→ -10.4 | -0.8 | 0.2 | 31.7 | -1.9 | 17.4 | 15.1 | 2.1 | 18.0
38	O=C(NC(=S)NNC(=O)c1cnccn1)c1ccc(Cl)cc1
→ 60.3 | -6.6 | 0.1 | -3.9 | · | -39.4 | 0.5 | -0.6 | -8.9
39	Cc1nnc(NC(=O)c2nn(CC(C)C)c(=O)c3ccccc23)s1
→ -2.8 | -7.6 | -0.7 | 4.4 | 4.4 | 17.9 | 6.5 | 1.2 | 4.8
40	O=C(CCN1C(=O)C2C3C=CC(C4CC34)C2C1=O)Oc1ccc(Br)cc1 (centres undefined)
→ -2.6 | 4.3 | -0.1 | 11.6 | 6.8 | -15.0 | 6.8 | 0.9 | 0.1
41	CNS(=O)(=O)c1ccc(N2CCCC2=O)c([N+](=O)[O-])c1
→ 4.2 | 6.6 | 0.1 | -11.3 | -2.4 | -6.1 | 8.4 | -0.4 | 6.3
42	CCS(=O)(=O)N1CCC(NC(=O)c2cc(OC)cc(OC)c2)CC1
→ -27.4 | 2.8 | 0.2 | -11.5 | 3.7 | -0.6 | 5.4 | 1.4 | -3.5
43	COC(=O)C1CCN(c2ccc(C(N)=O)cc2[N+](=O)[O-])CC1
→ 18.8 | -1.5 | 0.2 | 9.7 | -0.7 | 6.6 | 8.1 | 0.8 | -6.8
44	COc1cc(C(=O)N(CCc2ccccc2)C2CC3CCC(C2)N3C)cc(OC)c1OC (centres undefined)
→ 28.2 | 8.2 | 1.1 | 10.7 | 5.7 | 7.9 | 12.6 | 0.5 | 5.0
45	CC(C)c1onc(C(=O)NCc2ccccn2)c1[N+](=O)[O-]
→ 30.9 | -9.8 | 0.9 | -44.8 | 1.6 | -4.7 | 6.2 | -0.3 | 18.0
46	CCOc1ccc(NC(=O)C2CSC(c3ccncc3)=N2)cc1 (centres undefined)
→ 7.2 | -2.9[fluorescence artefact?] | 0.2 | -21.2 | 4.6 | -3.5 | 16.0 | 0.4 | -14.0
47	O=C(Nc1ccc(C(O)(C(F)(F)F)C(F)(F)F)cc1)c1ccc(Cl)c([N+](=O)[O-])c1
→ 107.2* | -1.4 | 0.4 | 5.1 | -14.2 | -64.9 | 30.9 | 1.8 | 46.1*
48	Cc1ccc(OCC(=O)Sc2ccc(C)cc2)cc1
→ 52.5 | 5.3 | 0.6 | -6.1 | -4.7 | -2.6 | 14.3 | -0.7 | -12.4
49	Nc1ccc(OCc2ccco2)cc1
→ -0.6 | -5.5 | 0.6 | 24.4 | 2.6 | 14.7 | 4.2 | 0.3 | -16.6
50	COc1cc(-c2nc3n(n2)C(c2cccc(OC)c2OC)C2=C(CCCC2=O)N3)cc(OC)c1OC (centres undefined)
→ -33.0 | -10.8[fluorescence artefact?] | -0.1 | 23.3 | 6.9 | 4.8 | 5.6 | -0.4 | -14.8
